NR2E3 ag-1: agonists of human NR2E3 nuclear receptor; Q9Y5X4; CHO-S Gal4-NCOR/VP16-NR2E3 two-hybrid, luciferase; inhibition of corepressor binding, % at 3.98 µM; actives 0.35% (n = 360,000); AID 602229;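 active = inhibition above the mean of all tested compounds plus 3 SD, cut at about 70% in these data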;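 also: 0% = DMSO with NR2E3 transfected cells and 100% = cells lacking NR2E3 construct; higher means lower luciferase signal from less NR2E3 corepressor binding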
Target sequence (Q9Y5X4 whole entry, looked up, the tested form may be a part): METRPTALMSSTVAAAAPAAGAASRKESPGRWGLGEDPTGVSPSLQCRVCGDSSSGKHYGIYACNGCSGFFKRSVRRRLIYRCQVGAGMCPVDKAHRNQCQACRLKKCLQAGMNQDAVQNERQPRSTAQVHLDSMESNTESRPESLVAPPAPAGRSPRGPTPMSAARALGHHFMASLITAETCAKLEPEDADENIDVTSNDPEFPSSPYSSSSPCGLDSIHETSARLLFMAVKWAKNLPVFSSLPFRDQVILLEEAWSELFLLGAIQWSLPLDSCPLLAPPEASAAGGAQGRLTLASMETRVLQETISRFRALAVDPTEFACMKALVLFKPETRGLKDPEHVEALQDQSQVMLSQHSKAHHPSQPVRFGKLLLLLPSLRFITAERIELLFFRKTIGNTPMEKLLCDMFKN
MITF TRPM1 inh: reduces MITF-dependent TRPM1 promoter luciferase signal. SK-MEL-5 TRPM1 promoter luciferase, 24 h. inhibition, % at 12.5 µM. actives 0.83% (n = 330,000). AID 488899;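 active = mean inhibition across replicates of 60% or more, whatever share of single replicates reaches that level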; also: values of inactives mirror those of a sister screen read the other way
HIF-2a block: blocks HIF-2a reporter activity; actives 0.72% (n = 360,000); 786-0 RCC cells HIF-2a reporter, luciferase luminescence, overnight; inhibition, % at 18.8 µM;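 active = inhibition of the luminescence signal of 40% or more relative to plate controls, in a single-dose primary screen at 18.75 µM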
aDG glyco up: alpha-DG glycosylation activation. Pro5-aDG cells, alpha-DG glycosylation AlphaScreen (IIH6); 0% Pro5, 100% B10-LARGE cell signal. activation, % at 10 µM. actives 0.22% (n = 360,000). AID 624168;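 active = activation of at least 8% versus controls, or a plate z-score of at least 8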;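 also: Pro5 are CHO cells carrying HIG-tagged alpha-DG that lacks glycosylation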
TWEAK Fn14 block: inhibitors of TWEAK-Fn14 interaction signaling | AID 1159606 | inhibition, % at 10 µM | TWEAK-stimulated Fn14 reporter cells, luciferase luminescence, 8 h | actives 2% (n = 360,000); in the data active = inhibition above about 50%
hiPSC survival: hiPSC single-cell survival enhancement | ATPlite luminescence; 100% = ROCK inhibitor wells, 0% = DMSO | survival enhancement, % at 20 µM | AID 602274 | actives 0.044% (n = 360,000); in the data active = survival enhancement above about 18%;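 also: cells exposed to compounds for 16 hours before the ATP read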
KKLEB cytotox: reduces viability of KKLEB cystic fibrosis airway cells; KKLEB CF airway cells viability, ATPlite luminescence, overnight; hits give low values; cells stimulated with P. aeruginosa culture filtrate; activity change (cytotoxicity), % at 5 µM; actives 0.36% (n = 360,000);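 active = corrected activity change at or below -50% at 5 µM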
Shn3 inh set2: Schnurri-3 reporter inhibition in Clone20 osteoblasts; inhibition, % at 12.5 µM; AID 588674; Clone20 osteoblast Shn3 3'UTR firefly luciferase, 24 h; actives 0.52% (n = 360,000);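 active = mean inhibition of at least 75% with every replicate also reaching 75%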;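 also: 0% = median of neutral control wells and 100% = pilot-screen positive control compound; some compounds past the cut are filed as inactive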
CF NFkB block: blocks PAF-induced NF-kB reporter in cystic fibrosis cells; KKLEB NF-kB-GFP reporter, GFP fluorescence overnight; actives 0.86% (n = 360,000); inhibition, % at 5 µM; AID 588850;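 active = at least 50% inhibition at 5 µM, scaled per plate between neutral and stimulator controls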;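 also: PAF is a Pseudomonas aeruginosa culture filtrate used as stimulus; plate controls were PAF-stimulated DMSO wells for no effect and unstimulated DMSO wells for full effect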
NR2E3 ag-2: activates human photoreceptor nuclear receptor NR2E3; Q9Y5X4; GST-NR2E3/biotin-RetCOR TR-FRET, 1536-well; inhibition of corepressor binding, % at 4.78 µM; actives 0.12% (n = 320,000); AID 2300;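 active = percent inhibition above the cutoff of mean plus 3 SD of all tested compounds, set per screening campaign, cut at about 20% in these data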;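 also: 0% = DMSO wells and 100% = biotin wells as full block of FRET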
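Material – GST-tagged NR2E3 plus biotinylated RetCOR corepressor · Quantity – NR2E3 fusion 1.35 nM · Times – 5 h incubation at 4 °C · Medium – pH 7.5 Tris-based buffer · Technique – TR-FRET, Eu(K)-anti-GST donor, streptavidin-D2 acceptor, ex 340, em 617/671 nm · Benchmarks – high control biotin, low control 0.6% DMSO · Format – 1536-well plates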
Peg3 promoter: reduces Peg3 promoter-driven luciferase expression in HeLa | actives 1.7% (n = 360,000) | HeLa PEG-Prom luciferase reporter, luminescence, overnight | inhibition, % at 20 µM;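 active = inhibition of at least 50% at 20 µM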
Active calls of the source: *; . = no result given. Hits appear at their usual frequency. About 4.4% of those tested had a hit in this group.

no.	Structure	NR2E3 ag-1	MITF TRPM1 inh	HIF-2a block	aDG glyco up	TWEAK Fn14 block	hiPSC survival	KKLEB cytotox	Shn3 inh set2	CF NFkB block	NR2E3 ag-2	Peg3 promoter
1	O=C(COC(=O)/C=C/c1cn(-c2ccccc2)nc1-c1ccc2c(c1)OCCO2)NC1CCS(=O)(=O)C1 (centres undefined)	-6	-21	-3	-0.2	34	2.0	-6	-16	-9	6	7
2	CCCCSc1nn[nH]n1	-11	2	16	-0.1	11	-0.7	-3	12	-5	7	3
3	N#CC1=C2N=C(N)c3ccccc3N2C2=C(C(=O)CCC2)C1c1cccc(Cl)c1 (centres undefined)	4	16	-49	0.0	22	1.9	6	1	-9	5	11
4	Cc1cc(-c2ccc(N3CCOCC3)cc2)nc2ccccc12	-100	-29	-210	1.0	-29	-2.6	-28	-43	-15	2	-149
5	COc1ccc(CCNC(=O)COC(=O)Cc2c[nH]c3ccccc23)cc1OC	-29	24	16	-0.1	-7	0.0	-1	12	5	.	10
6	NC(=O)CNC(=O)[C@@H]1CC2(CC(c3ccccc3)=NO2)CN1C(=O)c1ccc(Br)cc1 (some centres undefined)	-46	-3	6	0.1	15	0.9	-4	-7	2	-4	-8
7	Cc1ccc(NC(=O)c2oc3c(c2C)C(=O)CC(C)(C)C3)cc1	-21	-5	-56	0.2	0	-0.2	8	-20	0	2	-10
8	Cc1nnc(SCc2ccc([N+](=O)[O-])cc2)[nH]c1=O	-26	0	17	0.0	8	-1.3	-16	-1	10	-2	7
9	Cc1ccc(N=Cc2c(O)ccc3ccccc23)cc1F	3	-2	8	0.2	9	1.8	-3	14	-5	0	4
10	CCOC(=O)c1cc(NC(=O)c2ccc(OC)cc2)c(=O)oc1-c1ccccc1	-5	-6	-25	0.0	5	8.8	1	4	1	1	-15
11	NNC(=O)c1oc2nc(-c3ccco3)cc(-c3ccco3)c2c1N	-13	.	7	0.1	-32	-0.4	14	1	-50	-1	4
12	CCCc1nc2ccccc2c(C(=O)OCC(=O)NC2CC2)c1CC	-11	11	15	0.4	12	0.0	-14	21	-12	.	18
13	Cc1cc(C)c2nc(N(CCCN(C)C)C(=O)c3ccc4c(c3)OCCO4)sc2c1	-21	-17	-43	1.0	-29	-0.4	-17	9	26	-5	98*
14	Cc1ccc(CCNC(=O)C2CCN(S(=O)(=O)c3cccc4cccnc34)CC2)cc1	-38	-5	21	-0.1	1	-0.4	4	13	-39	1	15
15	CCOC(=O)C1CN(S(=O)(=O)c2ccc(Cl)cc2)c2cc(S(=O)(=O)CC)ccc2O1 (centres undefined)	3	0	12	-0.6	-2	0.6	-2	7	8	4	8
16	O=S(=O)(Nc1ncnc2scc(-c3ccc(F)cc3)c12)c1cc(F)ccc1F	-9	16	17	0.2	-35	0.4	2	4	-6	2	16
17	CN(C(=O)c1cccc(NC(=O)Cc2ccc(NC(=O)C3CCN(C(=O)CCc4ccccc4)CC3)cc2)c1)C1CCCCC1	4	6	8	-0.4	7	-1.1	7	2	9	.	26
18	CCOC(=O)c1ccc(NC(=O)CSc2nc3ncccc3[nH]2)cc1	-49	-16	-100	0.4	-16	2.7	17	25	-1	2	-101
19	Cc1ccc(S(=O)(=O)N2CCC(C(=O)OCC(=O)N(Cc3ccccc3)C(C)(C)C)CC2)cc1C	-1	4	16	0.3	10	-0.2	-15	3	-3	-2	9
20	CN(CC(=O)Nc1ccc(Cl)c(Cl)c1)C(=O)/C=C/c1ccc(F)cc1	33	5	12	0.3	-4	-0.8	-2	-17	2	-1	13
21	Cc1ccc(S(=O)(=O)N2CCN(C(=O)CN3C(=O)c4ccccc4C3=O)CC2)c(C)c1	-8	10	7	0.2	-1	0.6	-1	2	1	-2	-1
22	COc1ccc(C(=O)Nc2c(Cl)cc(Cl)cc2C(=O)N2CCOCC2)cc1	7	12	14	0.2	6	-1.1	-5	-7	17	5	6
23	COc1cc(/C=C2\C(=N)N3N=C(S(C)(=O)=O)SC3=NC2=O)ccc1OCCOc1ccccc1C	-18	-1	1	-0.1	-1	-0.6	-2	3	13	2	-33
24	Cc1ccc(C(=O)CSc2n[nH]c(-c3ccco3)n2)cc1C	-1	2	-22	-0.3	-3	1.4	12	-12	-14	3	8
25	CCCCN(C)C(=O)C1CCCN(S(=O)(=O)c2ccc3c(c2)oc(=O)n3C)C1 (centres undefined)	3	.	-3	0.2	-8	-1.1	-8	7	10	2	2
26	O=C(c1ccc2nc(N3CCOCC3)sc2c1)N1CCCC1	1	2	-7	0.2	7	-0.7	-3	5	-22	-2	-14
27	COc1ccc(/C=N/n2c(SC)nnc2-c2ccccc2)cc1C	-34	12	-28	0.3	-13	1.1	6	-14	-4	3	4
28	C[C@@H]1CN([C@H](C)CO)C(=O)c2cc(-c3ccc(C(=O)N(C)C)cc3)cnc2O[C@@H]1CN(C)C(=O)c1cccnc1	-15	.	14	0.1	-23	0.3	0	9	8	.	6
29	c1coc(C2OCC3(CO2)COC(c2ccco2)OC3)c1 (centres undefined)	15	-1	16	-0.1	-4	-0.5	-3	20	-1	0	20
30	Cc1ccc(Cc2c(-c3ccccc3)nc3c4ccccc4ccn23)cc1	-33	.	-56	0.7	59*	-3.4	.	.	.	.	.
31	Cc1c(C(C)(C)C)s/c(=N/S(=O)(=O)c2ccccc2)n1C	-5	-9	-11	-0.2	3	-0.7	10	11	-14	5	-3
32	O=C(NCc1ccc2c(c1)OCO2)c1c(O)nc2sccn2c1=O	-20	-2	4	0.0	-27	-0.4	-11	-11	5	1	-10
33	COCc1[nH]nc2c1C1(C(=O)N(C)c3ccccc31)C(C#N)=C(N)O2 (centres undefined)	3	6	-2	-0.3	-5	0.6	0	-13	-2	4	-11
34	CC(C)(C)OC(=O)N1CCC(NC(=O)c2nc[nH]c2C(=O)NCC(=O)OCc2ccccc2)CC1	34	-11	3	-0.4	16	-3.1	-2	-3	16	1	55*
35	O=S(=O)(NN=C1CCCCCC1)c1ccc(Cl)cc1	-3	-4	9	-0.1	9	-0.3	-4	1	6	0	-5
36	CCCC(=O)Nc1cc(C)c(NC(=O)c2ccco2)cn1	-19	-2	-3	0.0	22	0.9	13	-10	-6	-5	-8
37	Cc1ccc(-c2noc(CN3CCC(C(N)=O)CC3)n2)cc1	-4	-21	-118	-0.2	-6	-1.9	0	-21	1	2	-106
38	Cc1cccc(NS(=O)(=O)c2ccc(C)c(C(=O)N(C)C3CCN(C)CC3)c2)c1	-29	-6	7	-0.3	10	0.1	-13	3	0	.	8
39	C=CCn1c(SCc2c(C)noc2C)nc2sc3c(c2c1=O)CCC(C)C3 (centres undefined)	4	11	17	0.4	-1	0.1	-24	13	9	1	37
40	O=S(=O)(Nc1ccncc1)c1cc(Cl)ccc1Cl	-5	-15	7	-0.1	-14	1.1	-4	7	8	1	18
41	Cc1ccc(-n2ncc3c2CCCC3NC(=O)CCCN2CCCCC2=O)cc1C (centres undefined)	-31	-1	-26	0.4	-15	-0.1	4	3	0	-1	-18
42	CNC(=S)N1CCc2ccccc2C1	-9	-7	13	0.7	14	-1.2	-14	3	-5	-2	15
43	Cc1cccc(OCC(=O)OC(C)CN2CCCCC2)c1 (centres undefined)	-14	4	6	0.2	0	0.6	5	5	4	-1	3
44	CN(C)C(=O)c1ccc(NC(=O)c2cc(-c3ccco3)nc3ccccc23)cc1	3	-7	11	-0.3	1	0.0	4	9	-10	.	15
45	CC(=O)NC12CC3CC(C1)CC(C(=O)OCC(=O)NC(=O)c1cccn1C)(C3)C2	13	-8	-43	0.2	-12	1.7	1	6	-1	-3	-20
46	CC1(C)N=C(N)N=C(N)N1c1ccc(CCCCc2ccccc2)cc1	-33	.	30	-0.3	40	-1.8	-18	89*	-7	.	24
47	Cc1ccsc1C1NC(=O)c2ccccc2N1 (centres undefined)	-49	12	-60	0.1	-35	2.0	-14	-28	13	0	-33
48	Cc1ccc(CNc2ccc3c(c2)ncn3C(C)(C)C)cc1	-112	-76	-249	0.2	8	-0.9	-12	-45	16	0	-259
49	O=S1(=O)OCCC(c2ccccc2)N1Cc1ccccc1 (centres undefined)	-12	1	17	0.4	10	-3.1	-2	4	-28	2	-7
50	C#CCOCCOCCOCCNc1nc(N2CCN(C(=O)[C@H]([C@@H](C)O)n3cc(CCCCN)nn3)CC2)nc(N2CCN(C(=O)[C@H](CCCCN)n3cc(CCCC)nn3)CC2)n1	13	0	6	0.1	-10	-1.8	-2	-15	7	2	-8
51	CC(=O)C1=C(O)C(=O)N(CCN2CCOCC2)C1c1ccc(N(C)C)cc1 (centres undefined)	-24	-7	14	-0.3	-5	1.2	4	1	1	-1	-2
52	O=C(O)C1CCN(C(=O)c2ccccc2C(=O)N2CCC(C(=O)O)CC2)CC1	-16	0	20	-0.1	1	2.0	9	-9	1	-2	2
53	CCOC(=O)c1c(S(=O)(=O)NCC(=O)Nc2cc(C)ccn2)c(C)n(C)c1C	14	-4	-16	2.7	4	0.8	-5	-22	27	3	-11
54	S=c1[nH]cc(-c2ccc(Cl)cc2)n1-c1ccccc1	-7	10	-5	-0.1	-5	0.7	6	-6	9	0	-6
55	COc1ccc(OC)c(CN2CCN(S(=O)(=O)c3ccccc3)CC2)c1	-2	4	19	0.0	-8	-0.3	-1	9	2	1	17
56	Cc1ccc(CN(C)C[C@@H]2OCc3cnnn3CCCC(=O)N([C@H](C)CO)C[C@H]2C)cc1	4	.	3	0.1	-11	-2.4	6	-2	-7	.	16

Next entries
no.	Structure	NR2E3 ag-1	MITF TRPM1 inh	HIF-2a block	aDG glyco up	TWEAK Fn14 block	hiPSC survival	KKLEB cytotox	Shn3 inh set2	CF NFkB block	NR2E3 ag-2	Peg3 promoter
57	CCOC(=O)c1ccc(NC(=O)CN2C(=O)CSCC2=O)cc1	-2	-6	-19	0.5	-19	-1.2	2	-16	2	0	-9
58	O=C(NCc1ccccc1)C1c2ccccc2OCC(=O)N1CC(F)(F)F (centres undefined)	-21	.	3	0.0	-10	-0.2	.	.	.	.	.
59	CC1CCCCC1NC(=S)Nc1cccc(S(=O)(=O)N(C)C)c1 (centres undefined)	-2	2	17	-0.7	13	-0.1	-2	-4	10	1	11
60	CCOC(=O)c1ccc2c(c1)C(=O)N(C1CCCCC1)C2=O	-11	-19	-18	0.1	-15	1.3	16	-2	-1	1	-47
61	CCCCNC(=O)C(C)N(CCN(C)C)C(=O)CCCN1C(=O)NC(c2ccc(Cl)cc2)C(C(=O)OCc2ccccc2)=C1C (centres undefined)	-19	91*	-2	1.6	13	-4.6	-14	-3	17	.	93*
62	CCCCCC(=O)N1C[C@H](n2cc(COC(=O)c3ccccc3)nn2)[C@@H](O)C[C@@H]1c1ccc(C)cc1	-2	.	15	0.0	16	-0.2	-10	-5	-14	.	12
